Rin1-Abl PPI inh: human Rin1-Abl interaction inhibition | P00519+Q13671 | TR-FRET Rin1/Abl binding, biochemical | inhibition, % at 7.35 µM | hit rate 0.4% among 360,000 | AID 588664; in the data active = inhibition above about 5%, passing the limit was not always enough
E coli Lon inh: E. coli protease La inhibition; hit rate 0.42% among 360,000; inhibition, % at 7.94 µM; P0A9M0; purified E. coli Lon protease, fluorescence polarization; in the data active = inhibition above about 13%, passing the limit was not always enough;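 also: 0% = enzyme with probe and DMSO and 100% = no enzyme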
CSN deneddyl inh: CSN deneddylation inhibition; hit rate 0.38% among 360,000; inhibition, % at 12.5 µM; Purified CSN, SCF-Nedd8-OG deneddylation, fluorescence polarization; AID 651999; Q92905;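 active = pattern-corrected inhibition above about 35%, with an unprinted fluorescence ratio check between 0.5 and 1.5, limit read from the data, passing the limit was not always enough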;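 also: 0% = enzyme with substrate and 100% = substrate without enzyme; some results filed as inactive read as strong as hits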
Target sequence (Q92905 whole entry, looked up, one chain of several): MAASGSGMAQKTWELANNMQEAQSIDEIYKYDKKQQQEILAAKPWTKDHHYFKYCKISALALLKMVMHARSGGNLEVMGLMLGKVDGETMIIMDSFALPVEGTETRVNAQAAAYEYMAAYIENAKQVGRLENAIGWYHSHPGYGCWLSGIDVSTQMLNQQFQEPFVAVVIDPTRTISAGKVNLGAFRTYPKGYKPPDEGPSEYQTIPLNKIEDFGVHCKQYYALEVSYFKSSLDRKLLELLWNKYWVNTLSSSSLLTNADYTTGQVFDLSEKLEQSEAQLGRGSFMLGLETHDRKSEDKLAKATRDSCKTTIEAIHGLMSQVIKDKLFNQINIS
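test system = HEK293T-derived human Csn5 enzyme | amount = 0.24 nM Csn5 enzyme, final concentration | medium = Tris/NaCl/DTT buffer, pH 7.5 | schedule = 90 min reaction at room temperature | signal = FP | evaluation = inhibition of Csn5 cleavage, % | compound dosing = single dose of 12.5 µM compound with 0.25% DMSO | probe or stimulus = 10 nM SCFSkp2-Nedd8OG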
FAS-TE inh: blocks the thioesterase domain of human fatty acid synthase. P49327. recombinant FAS-TE, OMFH fluorogenic substrate, fluorescence endpoint. inhibition, % at 15 µM. hit rate 0.67% among 360,000. AID 602261;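 active = compounds whose normalised, plate-corrected inhibition of enzyme fluorescence in the single-dose primary screen is 50% or more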;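 also: 0% = DMSO with enzyme and 100% = substrate without enzyme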
Neddylation inh: cullin neddylation inhibition; P61081+Q13564; TR-FRET cullin neddylation, biochemical; calls only at 25 µM; hit rate 0.58% among 360,000; AID 651699; in the data active = inhibition above about 36%
MLLE-PAM2 inh: inhibitors of microRNA-mediated deadenylation, human PABP1 MLLE binding; P11940; GST-MLLE / FITC-PAM2 fluorescence polarization; inhibition, % at 20 µM; hit rate 0.36% among 360,000; AID 588489; in the data active = inhibition above about 35%, passing the limit was not always enough;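 also: plate controls were DMSO wells with GST-MLLE for no effect and wells lacking GST-MLLE protein for full effect; some results filed as inactive read as strong as hits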
Target sequence (P11940 whole entry, looked up): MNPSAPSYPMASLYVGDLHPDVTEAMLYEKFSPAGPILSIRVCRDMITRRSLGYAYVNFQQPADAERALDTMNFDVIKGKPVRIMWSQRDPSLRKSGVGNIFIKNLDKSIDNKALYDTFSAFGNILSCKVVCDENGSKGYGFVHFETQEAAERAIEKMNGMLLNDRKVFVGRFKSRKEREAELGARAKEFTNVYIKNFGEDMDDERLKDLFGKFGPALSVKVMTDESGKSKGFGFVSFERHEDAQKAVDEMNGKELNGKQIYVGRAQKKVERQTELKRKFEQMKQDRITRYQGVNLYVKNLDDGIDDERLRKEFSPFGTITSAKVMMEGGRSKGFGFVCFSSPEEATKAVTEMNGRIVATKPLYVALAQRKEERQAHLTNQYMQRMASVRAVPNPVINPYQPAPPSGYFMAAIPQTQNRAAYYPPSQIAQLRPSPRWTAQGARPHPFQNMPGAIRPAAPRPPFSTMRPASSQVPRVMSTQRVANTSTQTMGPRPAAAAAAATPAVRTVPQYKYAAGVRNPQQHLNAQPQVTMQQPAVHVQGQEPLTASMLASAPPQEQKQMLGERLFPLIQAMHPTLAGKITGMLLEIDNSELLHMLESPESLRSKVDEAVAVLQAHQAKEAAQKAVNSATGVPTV
MsrA act: activates bovine MsrA enzyme; purified bovine MsrA, absorbance read-out; activation, % at 10.6 µM; hit rate 0.3% among 360,000; AID 602163; in the data active = activation above about 7.5%;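 also: 0% = vehicle and 100% = reference activator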
TbMetRS inhib: blocks T. brucei methionyl-tRNA synthetase activity; purified T. brucei MetRS, ATP depletion, Kinase-Glo luminescence; hit rate 0.4% among 360,000; inhibition, % at 11.9 µM; AID 624268;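 active = inhibition above a per-plate cutoff of the control wells' mean inhibition plus 3 SD, cut at about 5.5% in these data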;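 also: 0% = DMSO wells median and 100% = median of wells with control inhibitor compound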
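Material – parasite MetRS enzyme · Medium – HEPES-MgCl2-KCl buffer plus DTT, spermine, BSA, pyrophosphatase · Reagent – ATP, methionine and E. coli bulk tRNA substrates · Times – 15 min enzyme-compound preincubation, 2 h reaction, 10 min detection, 25 °C · Measured by – luminescence of leftover ATP · Evaluation – percent inhibition relative to median high and low control wells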
MsrA inhibitor: inhibits bovine methionine sulfoxide reductase A; purified bovine MsrA, absorbance read-out; inhibition, % at 15.5 µM; hit rate 0.75% among 360,000; AID 651718; in the data active = inhibition above about 4.5%;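 also: 0% = vehicle wells with enzyme and 100% = reference inhibitor wells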
Numbers without * were called inactive; i = inactive; / = not tested or not shown.

SMILES	Rin1-Abl PPI inh	E coli Lon inh	CSN deneddyl inh	FAS-TE inh	Neddylation inh	MLLE-PAM2 inh	MsrA act	TbMetRS inhib	MsrA inhibitor
N#Cc1ccccc1NC(=O)COC(=O)c1cccs1	-1	2	-4	-9	i	4	-2	0.5	-1.3
Cc1c(C(=O)OCC(=O)N2CCCCC2C)oc2ccccc12 (stereo not drawn)	-2	-4	-2	3	i	-2	-3	-0.3	-0.1
COc1ccc(/C=C2\SC(=S)N(C(C(=O)O)c3ccccc3)C2=O)c(OC)c1 (stereo not drawn)	-1	-70	14	0	i	-31	-5	0.2	-0.3
Cc1cc(C(=O)NNC(=O)c2ccc(NC(=O)CC#N)cc2)c(C)o1	3	-6	3	-6	i	-5	-3	-0.2	0.2
N#CCCCSc1nnc(Cc2ccc3c(c2)OCO3)o1	1	-14	-5	5	i	7	1	0.5	-0.1
Cc1ccc(CNC(=O)C2CCC(=O)N(Cc3cccc(C(F)(F)F)c3)C2)o1 (stereo not drawn)	-1	3	2	-2	i	-7	-2	-0.5	-0.3
Cc1ccc(OCC(=O)Nc2oc(-c3ccccc3)c(-c3ccccc3)c2C#N)cc1	0	-1	1	8	i	3	-3	-0.9	-0.8
O=C1c2ccccc2C(=O)N1Cc1nc(-c2ccncc2)no1	0	-3	-3	-4	i	10	-7	-1.2	-0.6
O=C(CCCn1c(=O)[nH]c2ccccc2c1=O)N1CCN(c2ccccn2)CC1	0	-5	-11	-1	i	7	1	-0.3	-1.2
CC1=C(C#N)C(Nc2cc(C)ccn2)(C(F)(F)F)C(=O)N1 (stereo not drawn)	-3	-1	-7	-7	i	1	-4	-0.5	-0.1
Nc1scc(-c2ccncc2)c1Cl	-1	-2	2	-6	i	4	1	0.6	1.5
CC1CCCN(C(=O)CN2C(=O)NC(C)(c3ccc4ccccc4c3)C2=O)C1 (stereo not drawn)	1	-6	2	-2	i	-13	-2	0.0	-0.3
Cn1c(CNC(=O)c2ccccc2F)nnc1SCC(=O)Nc1nncs1	2	9	-1	-8	i	-3	-2	-0.6	-0.1
Cc1cc(NC(=O)CSc2nc(=O)cc(N)n2-c2ccc(C)c(C)c2)no1	1	-6	3	-2	i	16	0	-0.1	0.6
COc1ccc(CSc2n[nH]c(C)n2)cc1[N+](=O)[O-]	-1	5	-3	-2	i	2	0	0.3	0.8

Record cards, as listed above. Screens in order: Rin1-Abl PPI inh | E coli Lon inh | CSN deneddyl inh | FAS-TE inh | Neddylation inh | MLLE-PAM2 inh | MsrA act | TbMetRS inhib | MsrA inhibitor
Cc1ccc(CNC(=O)C2CCC(=O)N(Cc3cccc(C(F)(F)F)c3)C2)o1 (stereo not drawn) across the screens: -1 | 3 | 2 | -2 | i | -7 | -2 | -0.5 | -0.3
N#CCCCSc1nnc(Cc2ccc3c(c2)OCO3)o1 across the screens: 1 | -14 | -5 | 5 | i | 7 | 1 | 0.5 | -0.1
Cc1cc(NC(=O)CSc2nc(=O)cc(N)n2-c2ccc(C)c(C)c2)no1 across the screens: 1 | -6 | 3 | -2 | i | 16 | 0 | -0.1 | 0.6
O=C(CCCn1c(=O)[nH]c2ccccc2c1=O)N1CCN(c2ccccn2)CC1 across the screens: 0 | -5 | -11 | -1 | i | 7 | 1 | -0.3 | -1.2
O=C1c2ccccc2C(=O)N1Cc1nc(-c2ccncc2)no1 across the screens: 0 | -3 | -3 | -4 | i | 10 | -7 | -1.2 | -0.6

Next entries.
SMILES	Rin1-Abl PPI inh	E coli Lon inh	CSN deneddyl inh	FAS-TE inh	Neddylation inh	MLLE-PAM2 inh	MsrA act	TbMetRS inhib	MsrA inhibitor
O=S(=O)(NCc1ccco1)c1cnc(Cl)c(Br)c1	-1	-4	-1	-5	i	-4	-13	-0.9	-1.1
Cc1ccc(NC(=O)NC2CCCCCCC2)cc1C	-3	10	-2	11	i	-11	-8	-0.6	0.7
COc1cccc(NC(=O)CN(C)C(C)C(=O)Nc2ccc(C(C)=O)cc2)c1 (stereo not drawn)	0	-1	-3	-5	i	-7	-7	-0.1	1.9
CCc1ccc(NC(=O)C2=CC=CN3CCS(=O)(=O)N=C23)cc1	-3	-10	0	-6	i	-11	-6	-0.3	1.6
CCN(CC(=O)NCc1cccs1)C(=O)c1ccccc1F	4	-8	-6	-6	i	15	-3	-0.6	-1.5
CS(=O)(=O)N(CCc1ccccc1)CC(=O)NCc1ccc2c(c1)OCO2	1	2	2	2	i	-1	-1	-0.5	-0.6
COc1ccc(/C=C2\SC(=O)N(CCC(=O)N3CCN(C)CC3)C2=O)cc1	0	-7	-2	-2	i	1	-3	-0.2	4.1
Cc1cnc(NC(=O)CCCc2nc3ccccc3s2)s1	1	4	-3	-8	i	24	-4	-0.9	0.4
CCOC(=O)C1=C(C)Nc2ncnn2C1c1c[nH]c2ccccc12 (stereo not drawn)	3	-1	-4	-5	i	-5	-8	-0.9	-0.8
Cc1ccccc1N1CCN(C(=O)c2cccnc2)CC1	2	-13	0	0	i	-16	-2	0.1	0.6
CCOC(=O)C1=C(C)C2C3C(=O)N(c4ccccc4C)C(=O)C3C1(C)C1C(=O)N(c3ccccc3C)C(=O)C21 (stereo not drawn)	0	2	-3	0	i	8	-1	-0.5	0.9
Cc1cc(C)c(NC(=O)C(C)c2cccc(C(=O)c3ccccc3)c2)c(C)c1 (stereo not drawn)	6	-12	3	12	i	0	-2	-0.4	-0.6
Cc1ccc(Nc2ccccc2)cc1	-3	4	-1	7	i	0	-2	-0.1	-0.5
COc1cc2nc(C3CCC3)n(NC(=O)COc3ccccc3)c(=O)c2cc1OC	0	2	-4	-5	i	3	-6	-0.1	-1.1
CC(=O)Nc1ccc(C(=O)CSc2nnc(-c3ccccc3F)n2CCc2ccccc2)cc1	-2	8	12	8	i	-96	-3	0.3	-0.3
CC(=O)N1CCN(Cc2nc(C(c3ccccc3)c3ccccc3)no2)CC1	7	5	-4	1	i	13	-7	-0.4	-0.7
O=C(O)c1cccc(NC(=O)c2cccc(S(=O)(=O)N3CCc4ccccc4C3)c2)c1	1	0	6	-2	i	8	-4	0.4	0.2
COC(=O)[C@H](Cc1c[nH]c2ccccc12)NC(=O)Cc1c[nH]c2ccccc12	0	-4	1	-4	i	-11	-3	-0.5	-1.0
CCOC(=O)CN1N=C(/C=C/c2ccccc2)CCC1=O	-2	6	-3	-1	i	3	-4	-1.2	2.4
Cc1nc2ccccc2c2nc(NC(=O)Cc3ccccc3)nn12	2	5	1	-6	i	8	-7	-1.0	0.0
CCOc1ccc(OCCC(=O)OCC(=O)N2CCN(S(=O)(=O)c3ccc(Cl)cc3)CC2)cc1	1	-8	5	-1	i	2	-2	-0.2	0.3
CSCCC(NC(=O)c1ccccc1Cl)C(=O)NCC1COc2ccccc2O1 (stereo not drawn)	3	13	-12	0	i	-6	-3	-0.2	3.0
CC(=O)c1cc(NC(=O)c2ccc(C)cc2)c(=O)oc1C	5	-2	4	-3	i	2	-3	-0.4	1.7
Cc1n[nH]c(C)c1CCNC(=O)C1CCC(=O)N(Cc2ccccc2F)C1 (stereo not drawn)	3	-1	-2	2	i	-12	-1	0.2	-0.2
CCOc1ccccc1-c1n[nH]c(=S)o1	-4	-3	3	-1	i	-93	-3	-0.6	0.1
Cc1ccccc1C1c2[nH]c3ccccc3c2C[C@H]2C(=O)N(c3ccccc3C(=O)NCCN3CCOCC3)C(=O)N12 (stereo partly drawn)	-1	6	3	-3	i	-3	-11	-2.3	-0.3
COc1cccc(CNC(=O)[C@H](CCSC)NC(=O)N2CCn3c2nc2ccccc23)c1	0	-2	0	16	i	-1	-1	-0.6	0.0
O=C(CN1C(=O)C2C3C=CC(C3)C2C1=O)Nc1ccc2c(c1)OCCO2 (stereo not drawn)	-1	-5	1	-7	i	-5	-5	-0.1	0.5
CN(CC(=O)Nc1ccc(F)cc1)C(=O)CSc1nc2ncc(Cl)cc2[nH]1	1	-4	-1	-6	i	-17	0	-0.5	0.3
O=C(C1CCC1)N1CCN(c2ccc(C(F)(F)F)cc2[N+](=O)[O-])CC1	1	5	-1	0	i	1	-2	0.0	3.3
Nc1nc(SCC(=O)c2cc3ccccc3o2)n[nH]1	-3	-8	0	-16	i	31	-1	-0.6	2.8
COc1ccccc1N1CCN(C(=S)NC(=O)/C=C/c2ccccc2)CC1	1	0	-1	3	i	-124	-1	-0.3	3.0
CC1(C(=O)Nc2ccc3c(c2)OCO3)Cc2c(-c3cccc(C(F)(F)F)c3)ccnc2O1 (stereo not drawn)	-3	-3	-3	26	i	7	-6	-0.4	0.1
Cc1cccc(NC(=S)N(C)Cc2cn(C)c3ccccc23)c1	1	1	-6	12	i	-39	-3	-0.4	-0.6
COC(=O)c1ccc(S(=O)(=O)N2CCCN(Cc3cccc(Br)c3F)CC2)n1C	-2	5	2	25	i	4	-1	-0.7	15*
O=C(c1ccc(SCc2ccco2)c([N+](=O)[O-])c1)N1CCOCC1	1	0	-13	0	i	11	-3	-0.5	0.4
Cc1oc(/N=C/c2ccccc2)c(C#N)c1C	1	-17	6	16	i	-26	-1	-0.2	-1.0
COC(=O)c1ccc(NC(=O)CNS(=O)(=O)c2cccs2)cc1	-1	12	-2	-3	i	-4	-1	-0.3	-0.2
O=C(NNC(=S)NC(=O)c1sc2ccccc2c1Cl)c1ccc(Cl)cc1	-1	-5	0	6	i	22	7	-0.5	-0.2
COC(=O)c1cc(C(=O)OCC(=O)NNC(=O)c2cccs2)cc([N+](=O)[O-])c1	0	-15	-4	-4	i	-7	-2	-0.3	1.9
O=C(NC(=S)Nc1cc(C(F)(F)F)ccc1N1CCOCC1)c1ccco1	-3	0	2	28	i	14	-1	0.1	2.2
O=S(=O)(c1ccc(OCC(O)CNC23CC4CC(CC(C4)C2)C3)c(Cl)c1)N1CCOCC1 (stereo not drawn)	2	-2	-9	4	i	-6	-2	-0.4	-1.4
O=C(CCCN1C(=O)c2cccc3cccc(c23)C1=O)NCc1cccnc1	-1	-1	1	-4	i	0	-3	-0.4	3.9
Cc1ccc(SCCn2nc(C(=O)O)c3ccccc3c2=O)cc1	-2	3	4	0	i	-1	1	-0.5	-0.4
CC(C)OC(=O)c1cccc(C(=O)Oc2ccccc2)n1	0	10	7	2	i	-4	-2	-0.5	0.0
CC(C)(CNC(=O)CC1C(=O)NCCN1Cc1cccc(F)c1F)N1CCOCC1 (stereo not drawn)	0	2	-1	-5	i	5	-4	-0.7	0.9
COc1cc2oc3cc(C)oc(=O)c3c2cc1OC	-4	2	1	-3	/	-97	-1	-0.4	1.3
COc1ccc(NS(=O)(=O)c2csc(C(N)=O)c2)cc1OC	5	2	-1	-3	i	-9	-4	-0.6	1.4
Cc1c(NC(=O)CSc2ncn[nH]2)c(=O)n(-c2ccccc2)n1C	3	-5	1	-6	i	-13	3	0.1	-0.6
CC1CCC(=O)N(CCSc2ccccc2)CC1 (stereo not drawn)	1	-6	1	-15	i	-2	-2	-0.2	-0.7
O=C(CN(Cc1ccccc1)S(=O)(=O)c1ccc(Br)cc1)N/N=C/c1ccccc1C(=O)O	-3	-7	1	-4	i	9	-4	0.3	-0.1
O=C(OCc1ccc([N+](=O)[O-])cc1)c1cnc(Cl)c(Cl)c1	3	-6	-2	44	i	0	-2	-0.9	-1.8
C=CCn1c(SCC(=O)NCC2CCCO2)nc2sc(C)c(C)c2c1=O (stereo not drawn)	0	-1	5	-3	i	-8	-3	-0.2	3.2

Assay outcomes as filed in PubChem.
